# SW480 rerep: inducers of DNA re-replication in SW480 colon cancer cells. Potency, µM (series often up to 46.1 µM), for inactives: at the top dose re-replication activation, actives largely listed as activators. hit rate 1.8% among 340,000. AID 624297. SW480 DNA re-replication, Hoechst DNA content imaging, 48 h; further: potency means the concentration at half of the fitted maximal effect; % of control where 0% means no effect; nearly all actives have a fitted effect of over 55% in size
#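 Treated cells incubate 48 hr (37 C, 5% CO2), are stained 40 min with Hoechst, and nuclear fluorescence is enumerated; a rise in nuclei with high DNA signal marks re-replication.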
# HEK293 tox: cytotoxic in the GLP-1 receptor inverse agonist counter-screen. HEK293 cAMP-luciferase reporter cells, luminescence, 24 h. Potency, µM (series often up to 38.3 µM), for inactives: top-dose activity change, negative = inhibition, actives largely listed as inhibitors. hit rate 0.13% among 410,000;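 further: loss of luciferase light is scored as toxicity; potency means the concentration at half of the fitted maximal effect; on the % scale 0 is the no-effect control and ±100 the full control effect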
#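 To flag toxic compounds, the library was rerun on cells for 24 hr at 37 deg C and 5% CO2. Viability-linked luminescence was captured 12 min after adding luciferase detection reagent.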
# IL1B secr inh: blocks inflammasome-driven IL-1 beta release; THP-1 LPS/ATP IL-1B secretion, AlphaLISA, 16 h; active compounds read low; activity change, % at 57.5 µM; hit rate 4.7% among 360,000; AID 743279; in the data active means activity change below about -50%; inconclusive means mostly about -30% to -49%; further: on the % scale 0 is the no-effect control and ±100 the full control effect
#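 Secreted IL-1B measured by AlphaLISA bead assay after 16 h compound exposure of THP-1 cells; compounds (final up to 57.5 uM) added 1 h before LPS (250 ng/mL) and ATP (1.25 mM) stimulation; lower signal means less secretion.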
# D3 ag: activates the human D3 dopamine receptor. P35462. hit rate 0.58% among 410,000. D3R DiscoveRx beta-arrestin cells, luminescence, 90 min. max activation, %. AID 652048; in the data active means max activation above about 30%; further: 0% is about no effect; mostly tested at two doses, the higher about 12 µM
# Target sequence (P35462 whole entry, looked up): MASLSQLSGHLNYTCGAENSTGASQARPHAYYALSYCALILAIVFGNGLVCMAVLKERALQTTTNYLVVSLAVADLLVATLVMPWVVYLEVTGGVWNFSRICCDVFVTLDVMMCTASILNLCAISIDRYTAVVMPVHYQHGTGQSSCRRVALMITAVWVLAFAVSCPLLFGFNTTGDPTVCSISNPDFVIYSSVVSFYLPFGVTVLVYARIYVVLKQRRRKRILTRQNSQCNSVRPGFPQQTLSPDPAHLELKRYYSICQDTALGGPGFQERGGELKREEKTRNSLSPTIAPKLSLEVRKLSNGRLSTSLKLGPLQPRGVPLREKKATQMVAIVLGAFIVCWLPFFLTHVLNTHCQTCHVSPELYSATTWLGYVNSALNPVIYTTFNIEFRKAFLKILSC
#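 Agonist mode: compounds and dopamine controls were applied to plated cells for 90 min at 37 degrees C after an overnight attachment at 1500 cells/well. Luminescent read-out followed 30 - 60 minutes at room temperature with DiscoveRx detection reagent.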
# KB-3-1 tox: KB-3-1 parental cell cytotoxicity | KB-3-1 viability, CellTiter-Glo ATP luminescence, 72 h | Potency, µM (highest dose often 46.1 µM), for inactives: at the highest dose activity change, negative = cytotoxic, hits mostly cytotoxic | hit rate 1.4% among 400,000; further: potency means the concentration at half of the fitted maximal effect; on the % scale 0 is the no-effect control and ±100 the full control effect; nearly all actives have a fitted effect of over 60% in size
#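 Here the drug-naive KB-3-1 line serves as comparator for MDR sub-line selectivity; cells received compound titrations, 72 h at 37 °C, then CellTiter-Glo readout.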
# HT1080 IDH1KD tx: toxicity to HT-1080 IDH1 knockdown cells (counter line) | HT-1080 IDH1 knockdown viability, ATP luminescence, 48 h | Potency, µM (series often up to 46.1 µM), for the others: at the top dose activity, negative = toxicity, usual class: cytotoxic | hit rate 2% among 360,000 | AID 686971;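 further: potency means the concentration at half of the fitted maximal effect; 0% = DMSO wells and -100% = cell-free medium wells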
#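 CellTiter-Glo luminescence after 48 h compound exposure at 37 degrees C of IDH1-knockdown HT-1080 cells in 5% FBS RPMI. %Activity scaled between DMSO wells and cell-free media wells, with curves fitted and assigned curve classes.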
# KB-V1 MDR tox: KB-V1 MDR subline cytotoxicity. hit rate 3.4% among 400,000. AID 1347076. Potency, µM (series often up to 46.1 µM), inactives show at the top dose activity change, negative = cytotoxicity, most hits filed as cytotoxic. KB-V1 MDR cells viability, CellTiter-Glo, 72 h; further: potency means the concentration at half of the fitted maximal effect; on the % scale 0 is the no-effect control and ±100 the full control effect; nearly all actives have a fitted effect of over 60% in size
#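 Compound-treated KB-V1 multidrug-resistant cells, 72 h, 37 degrees C; viability by CellTiter-Glo. Fitted qHTS curves give the values.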
# MCF10A rereplic: inducers of DNA re-replication in MCF 10A breast cells; hit rate 2.9% among 350,000; Potency, µM (titrated, usually from 46.1 µM), inactives show top-dose activity, positive = re-replication, actives largely listed as activators; MCF 10A DNA re-replication, Hoechst nuclear intensity, 48 h; further: potency means the concentration at half of the fitted maximal effect; % of control where 0% means no effect; nearly all actives have a fitted effect of over 50% in size
# HT1080NT lethal: kills 2HG-producing HT-1080-NT fibrosarcoma cells | Potency, µM (highest dose often 46.1 µM), for inactives: at the highest dose activity, negative = less viability, hits mostly cytotoxic | HT-1080-NT fibrosarcoma viability, CellTiter-Glo ATP luminescence, 48 h | hit rate 1.6% among 360,000;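 further: NT is the 2HG producing partner of a matched IDH1 knockdown line; potency means the concentration at half of the fitted maximal effect; 0% = DMSO-treated cells and -100% = media-only wells without cells; nearly all actives have a fitted effect of over 55% in size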
#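 Viability of the 2HG-overproducing fibrosarcoma line after 48 hours of compound exposure at 37 degrees C was determined by luminescence with CellTiter-Glo, and concentration-effect curves were then fitted and categorized.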
# Active calls of the source: *; ? = inconclusive; . = not tested or not shown; [ ] = dose if it differs, or a comment. Unless noted, the call rests on the fitted dose curve; in most records, active means well fitted curve in the direction sought with a large enough effect; inconclusive means small, poorly fitted or top-dose-only effect, or another doubt; inactive means no such curve, though single readings can be large; an effect the other way counts as inactive or inconclusive.
SMILES	SW480 rerep	HEK293 tox	IL1B secr inh	D3 ag	KB-3-1 tox	HT1080 IDH1KD tx	KB-V1 MDR tox	MCF10A rereplic	HT1080NT lethal
Cc1ccc(S(=O)(=O)CCC(=O)OCC(=O)NCc2ccccc2)cc1	6%	1%	10	1	12%	0%	5%	1%	-2%
COc1ccc(N2CC(C(=O)N[C@H](C(=O)NC3CCCC3)C(C)C)CC2=O)cc1 (stereo partly drawn)	-1%	-20%	11	-14	9%	-10%	2%	-1%	16%
CN(CC(=O)Nc1c(Cl)cccc1Cl)C(=O)c1ccc(-n2cncn2)c([N+](=O)[O-])c1	?	5%	13	-4	-3%	-4%	19%	0%	3%
CCCc1nnc(SCC(=O)N2CCOCC2)n1Cc1ccco1	1%	-13%	22	-5	12%	6%	27%	0%	15%
CC(=O)Nc1nonc1-n1nnc(C(=O)NCc2ccccc2)c1C	-9%	1%	1	2	12%	13%	?	5%	10%
CSc1ncc(CN2CCc3c([nH]c4ccccc34)C2c2cccc(C)n2)cn1 (stereo not drawn)	6%	4%	35	-14	-12%	-10%	5%	-11%	-7%
Cc1ccc(-n2nccc2-c2nn(-c3cccc(C(F)(F)F)c3)c(=O)n(C)c2=O)cc1	-8%	-2%	6	6	-7%	17%	12%	?	-4%
O=S1(=O)CCN(Cc2cccc(Cl)c2)CC1	?	3%	16	0	3%	21%	-7%	-3%	18%
CCOc1ccccc1NC(=O)Cn1c(=O)n(-c2ccc(F)cc2)c(=O)c2sc3ccccc3c21	.	-9%	.	0	?	.	0%	.	.
O=S(=O)(Nc1ccc(Cl)c(C(F)(F)F)c1)c1cnc[nH]1	-4%	-1%	-9	11	?	-8%	0%	-5%	-5%
O=C(c1ccco1)N1CCN(C(=O)c2ccc(CS(=O)c3ccc(Br)cc3)o2)CC1 (stereo not drawn)	.	7%	-8	1	-14%	-3%	0%	.	1%
O=C(OC1CCOC1=O)c1ccc2ccccc2n1 (stereo not drawn)	4%	-4%	39	-3	8%	8%	19%	-5%	8%
COc1ccc(NC(=O)C2=C(C)Nc3ncnn3C2c2ccc(C)o2)cc1 (stereo not drawn)	.	-5%	.	1	18%	.	?	.	.
Cc1nnc(Cc2ccccc2)c2n[nH]c(C)c12	.	-11%	-19	-4	-5%	-13%	-10%	.	-4%
COc1cc(-c2cc(C(=O)Nc3cccc(S(=O)(=O)N(C)C)c3)c3ccccc3n2)cc(OC)c1OC	-6%	3%	19	-2	9%	?	20%	2%	?
CCCSc1ncnc2[nH]ncc12	1%	-3%	1	2	3%	11%	?	-4%	7%
O=C(c1ccccc1)c1ccc(CN2C(=O)c3ccccc3C2=O)o1	6%	1%	8	7	-1%	5%	-11%	8%	-1%
CCSc1ncc(Cl)c(C(=O)N(Cc2ccc(N(C)C)cc2)C2CCS(=O)(=O)C2)n1 (stereo not drawn)	0%	2%	4	8	-2%	-5%	-2%	9%	-5%
Cc1ccc(NC(=O)c2ccc3nc(Cc4ccccc4)oc3c2)cc1F	.	-1%	.	-6	?	.	?	.	.
Cc1cc(Cl)ccc1C(O)c1ncc(-c2cccc(C(F)(F)F)c2)[nH]1 (stereo not drawn)	.	1%	0	0	0%	?	1%	.	?
C/C(=N\NC(=O)c1cccc2ccccc12)c1cccnc1	0%	-21%	32	5	12%	?	-5%	0%	-28%
Cc1ccnc(NS(=O)(=O)c2ccc(NS(=O)(=O)c3ccc(Br)cc3)cc2)n1	-6%	-8%	5	-8	3%	2%	2%	2%	3%
COc1ccc(/C=C2\SC(=S)N(CCCC(=O)Nc3ccc(C(=O)O)cc3)C2=O)cc1OC	-1%	-22%	-4	-1	17%	-2%	14%	10%	-1%
O=C(CN1CCN(Cc2ccc3c(c2)OCO3)CC1)Nc1ccc(F)cc1	-1%	1%	0	-6	3%	2%	-24%	14%	6%

# Complete entries, looked up by structure. Order of screens: SW480 rerep, HEK293 tox, IL1B secr inh, D3 ag, KB-3-1 tox, HT1080 IDH1KD tx, KB-V1 MDR tox, MCF10A rereplic, HT1080NT lethal
# O=C(c1ccccc1)c1ccc(CN2C(=O)c3ccccc3C2=O)o1 reads 6%, 1%, 8, 7, -1%, 5%, -11%, 8%, -1%
# Cc1ccc(NC(=O)c2ccc3nc(Cc4ccccc4)oc3c2)cc1F reads ., -1%, ., -6, ?, ., ?, ., .
# COc1ccc(NC(=O)C2=C(C)Nc3ncnn3C2c2ccc(C)o2)cc1 (stereo not drawn) reads ., -5%, ., 1, 18%, ., ?, ., .

# Continuation:
SMILES	SW480 rerep	HEK293 tox	IL1B secr inh	D3 ag	KB-3-1 tox	HT1080 IDH1KD tx	KB-V1 MDR tox	MCF10A rereplic	HT1080NT lethal
O=C(O)C1OCC2(CO1)COC(C(=O)O)OC2 (stereo not drawn)	3%	6%	-5	2	17%	9%	12%	5%	0%
Cc1ccc(S(=O)(=O)Cc2c(C)noc2C)cc1	-11%	4%	-7	-9	1%	-15%	-22%	-4%	3%
CC(C)C[C@@H](CSc1ccc(Br)cc1)N1CCN(CC(C)C)CCC1=O	-2%	-41%	?	-43	-4%	-3%	5%	9%	0%
CCC1C(=O)N=C(SCC(=O)Nc2ccc(C(=O)OC)cc2)NC1=O (stereo not drawn)	-4%	5%	19	2	2%	-14%	4%	-5%	-8%
c1ccc(Nc2nc(Nc3ccccc3)nc(N3CCNCC3)n2)cc1	?	?	-71*	-14	-24%	?	?	4%	23µM*
O=C(O)CSc1nnc(CNc2cccc(C(F)(F)F)c2)n1Cc1ccco1	0%	-15%	-1	16	0%	11%	-4%	-1%	23%
Cc1nn(CC(=O)NCc2ccc(C(=O)O)cc2)c(C)c1[N+](=O)[O-]	0%	-6%	-4	7	-4%	10%	4%	2%	16%
O=[N+]([O-])C1=CC=C2C(=NC3(CCCCC3)N2O)C1=NCCc1ccccc1	1%	-2%	21	16	0%	-2%	2%	3%	4%
COC(=O)c1ccc(C(=O)OC)c(NC(=S)N2CCCC2)c1	0%	10%	6	4	-2%	6%	-4%	1%	8%
Cn1cnnc1SCC(=O)Nc1ccc(Br)cc1F	-6%	3%	-4	32*	3%	0%	12%	-2%	3%[9.24 µM]
CCOc1ccccc1CN1CCN(C2CCN(c3ccccc3F)CC2)CC1CCO (stereo not drawn)	4%	-4%	?	-13	-8%	-5%	-19%	?	-4%
Cc1ccc2c(c1)c(C)c(C)n2CC(O)Cn1nc(C)cc1C (stereo not drawn)	13%	-4%	0	2	1%	-15%	-1%	12%	-2%
Cc1cccc(CN2CCN(C3CN(Cc4cn(Cc5ccccc5F)nn4)S(=O)(=O)C3)CC2)c1 (stereo not drawn)	.	-1%	4	-1	0%	2%	-2%	.	3%
Cc1ccc(-c2nn(-c3ccccc3)cc2CSC(=N)N)cc1	?	?	.	2	?	-24%	?	?	-12%
Cc1ccc(-n2c(Cc3cccn3C)nnc2SCC(N)=O)cc1	-8%	0%	2	15	0%	5%	9%	-5%	4%
CCOc1ccc(CNC(=O)CCS(=O)(=O)Cc2ccccc2C)cc1OC	0%	-5%	7	2	1%	12%	13%	-3%	10%
COc1ccnc2c1c(=O)n(Cc1ccccc1Cl)c(=O)n2C	-10%	-3%	-5	1	5%	6%	7%	-11%	-1%
CC1=CC(=O)C(C(C)C)=C/C1=C(\c1cc(C(C)C)c(OP(=O)(O)O)cc1C)c1ccccc1C(=O)O	?	-1%	25	5	16µM*	23µM*	?	21µM*	?
C#CC(C)(C)NC(=S)NC1CC2C=CC1C2 (stereo not drawn)	-1%[9.22 µM]	13%	19	-1	15%	5%	2%	19%	8%
CCOc1ccc(C2CC(=O)NC2=O)cc1 (stereo not drawn)	-2%	-4%	4	3	0%	6%	28%	0%	8%
O=C(O)c1ccc(Nc2cnc3ccccc3n2)cc1	11%	4%	-27	-9	-3%	-8%	-19%	4%	-8%
COc1ccc(C)cc1-n1nnnc1SCC(=O)NC1CCS(=O)(=O)C1 (stereo not drawn)	28%	4%	0	4	12%	3%	?	0%	6%
Oc1ccc(Br)cc1-c1nc2cnccn2c1NC1CCCC1	?	167%[activator]	-93*	-6	?	-13%	23µM*	?	-13%
CC(=O)c1c(C)[nH]c(C(=O)CSc2nnc(-c3cccs3)n2Cc2ccccc2)c1C	20%	-13%	-17	-9	-12%	-28%	5.8µM*	21µM*	1%
Cc1ccc2c(c1)N(Cc1ccccc1)C(=O)C(C)S2 (stereo not drawn)	.	4%	27	-8	0%	?	12%	.	13%
O=C(CCNC(=O)c1ccc(Br)cc1)Nc1ccc(S(=O)(=O)Nc2ncccn2)cc1	-1%	9%	7	-22	2%	0%	14%	2%	-8%
CC(C)(C)OC(=O)N1CCOCCOCCN(C(=O)OC(C)(C)C)CCOCC1	?	14%	-6	-1	-8%	-1%	?	11%	3%
CCN1C(=O)c2ccccc2S(=O)c2ccc(C(=O)N3CCOCC3)cc21 (stereo not drawn)	-27%	13%	7	-8	1%	17%	-1%	-2%	-13%
S=C(NCCc1ccccc1)Nc1ccc(Cl)cc1	.	?	0	-7	11%	-22%	?	?	-13%
Cc1onc(-c2ccccc2Cl)c1C(=O)N1CCC(Cc2ccccc2)CC1	-13%	-1%	-92*	-2	?	18µM*	1%	?	-11%
COc1ccccc1NC(=O)c1c([N+](=O)[O-])cnn1C	-1%	0%	-12	0	2%	14%	?	-2%	8%
O=C(Nc1cc(C(F)(F)F)ccc1Cl)c1ccc2c(c1)CCN2S(=O)(=O)c1ccccc1	.	1%	.	0	-4%	.	3%	.	.
COc1cccc(C(=O)Nc2ccc3[nH]ncc3c2)c1	-8%	-1%	-57*	1	7%	14%	0%	-2%	2%
CCCOc1cccc(-c2cc(C(=O)NNC(=S)NCC)c3ccccc3n2)c1	5%	?	-9	4	?	?	-20%	?	?

# High-throughput results as filed in PubChem BioAssay.
